Assay outcomes: PubChem BioAssay, Broad Institute
S100A4 MyoIIA: blocks human S100A4 binding to myosin IIA peptide; 360,000 tested, 0.14% active; inhibition, % at 10.7 µM; S100A4/TAMRA-MyoIIA peptide fluorescence polarization; P26447;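 active means mean inhibition of at least 70% across replicates, with every replicate also reaching that level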
Target sequence (P26447 whole entry, looked up): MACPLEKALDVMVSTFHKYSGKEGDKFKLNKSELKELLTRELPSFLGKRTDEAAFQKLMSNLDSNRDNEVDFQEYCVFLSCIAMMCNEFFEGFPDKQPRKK
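Test system: S100A4 monomer protein; Medium: HEPES pH 7.2 with CaCl2, KCl, NaCl, DTT, Triton; Probe or stimulus: TAMRA-labelled myosin IIA heavy-chain peptide probe, 5 nM; Doses: one dose per compound; Times: polarization read 5 min after assay mix addition, stable 5–60 min; Benchmarks: neutral control DMSO, positive control TFP.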
LGR2 antag: inhibitors of bursicon-induced Drosophila LGR2 receptor cAMP signaling; HEK293 LGR2, CRE-luciferase, bursicon-stimulated, 4 h; inhibition, % at 9.99 µM; 380,000 tested, 0.35% active; AID 720647;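 active means drop in luminescence signal, shown as inhibition above about 50% in the replicate tests, limit read from the data, passing the limit was not always enough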;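 further: agonist challenge used bursicon conditioned medium at about half maximal strength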
Casp6 inh: caspase-6 (human) enzyme inhibition. P55212. purified caspase-6, Z-VEID-R110 cleavage fluorescence. inhibition, % at 12.5 µM. 350,000 tested, 0.53% active. AID 686996;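 active means mean inhibition across replicates at least about 35%, with every replicate also reaching that limit, limit read from the data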;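 further: 0% = median of neutral control wells and 100% = no fluorescence left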
Target sequence (P55212 24-179 limits assumed): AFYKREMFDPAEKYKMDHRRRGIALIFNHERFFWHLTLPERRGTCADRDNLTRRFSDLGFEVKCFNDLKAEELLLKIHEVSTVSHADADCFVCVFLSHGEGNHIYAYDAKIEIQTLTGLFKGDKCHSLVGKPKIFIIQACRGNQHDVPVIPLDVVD
Target sequence (P55212 194-293 limits assumed): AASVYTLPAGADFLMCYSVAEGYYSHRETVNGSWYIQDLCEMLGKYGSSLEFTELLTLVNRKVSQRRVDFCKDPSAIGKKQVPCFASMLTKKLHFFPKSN
FN deposition inh: fibronectin deposition inhibition | AH1F fibroblasts, Alexa488-fibronectin deposition fluorescence, overnight | inhibition, % at 12.6 µM | 350,000 tested, 0.086% active | AID 743247;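 active means mean inhibition across replicates of 30% or more, regardless of how many single replicates reach that level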;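 further: positive control wells lacked labelled fibronectin entirely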
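Assay system: AH1F fibroblasts assembling fluorescent fibronectin matrix; Amount: 10000 AH1F cells per well; Buffer or medium: DMEM, 2% serum; Probe or stimulus: Alexa488-fibronectin, 24 nM final in well; Doses: single compound dose, delivered by pin transfer; Incubation: 1 h adhesion, overnight exposure; Measured by: fluorescence 485/525 nm; Read-out: fibronectin deposition inhibition.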
SIRT5 block: inhibitors of human sirtuin-5 desuccinylase | Q9NXA8 | Purified SirT5, succinyl-peptide AMC, trypsin-coupled fluorescence | inhibition, % at 15 µM | 330,000 tested, 1.1% active | AID 652115; in the data active means inhibition above about 15%
Target sequence (Q9NXA8 whole entry, looked up): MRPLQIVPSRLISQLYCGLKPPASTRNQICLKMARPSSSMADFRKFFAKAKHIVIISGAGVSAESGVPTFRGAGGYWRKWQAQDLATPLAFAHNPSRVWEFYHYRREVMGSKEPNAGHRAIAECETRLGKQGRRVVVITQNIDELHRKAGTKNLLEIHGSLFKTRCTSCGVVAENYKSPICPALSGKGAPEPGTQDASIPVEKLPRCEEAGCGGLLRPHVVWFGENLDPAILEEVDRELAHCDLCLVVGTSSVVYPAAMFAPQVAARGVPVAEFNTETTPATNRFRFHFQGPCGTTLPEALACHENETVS
C2C12 statin: protects C2C12 myotubes from simvastatin toxicity. rescue of ATP level, % at 7.49 µM. ATP luminescence, 48 h; scaled: DMSO 0, geranylgeraniol control 100. 330,000 tested, 0.78% active;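 active means mean ATP rescue above about 67%, or every replicate alone reaching that limit, limit read from the data, passing the limit was not always enough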;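 further: myotubes were challenged with 10 µM simvastatin during compound exposure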
esBAF inh: SWI/SNF esBAF complex inhibition; mouse ES cells, Bmi1-luciferase knock-in reporter, 24 h; 100% = twice the neutral-well signal; reporter increase, % at 12.5 µM; 350,000 tested, 2% active; AID 602393; in the data active means activation above about 40%;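 further: 0% = median of the plate's neutral control wells and 100% = double that signal; a rise in the Bmi1 reporter signal indicates esBAF inhibition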
* hit, by the source's call; . = not tested or not shown; & = joins results of further samples.

Every second line gives: S100A4 MyoIIA, LGR2 antag, Casp6 inh, FN deposition inh, SIRT5 block, C2C12 statin, esBAF inh
CCNC(=O)c1ccccc1-c1nc(-c2ccccc2)no1
    2, -17, 1, -12, -1, 4, -3
Cc1ccc(S(=O)(=O)N(C)C[C@@H]2OCCCC[C@H](C)Oc3ccc(NC(=O)Nc4ccccc4)cc3C(=O)N([C@H](C)CO)C[C@@H]2C)cc1
    -13, -43, -1, 9, 5, ., 4
COc1ccc(S(=O)(=O)N2CCCC2CNC(=O)C(=O)NCc2ccco2)cc1 (stereo not given)
    2, -3, 1, 6, -1, 1, .
C[C@H]1CN([C@@H](C)CO)C(=O)c2cccc(NC(=O)C3CCCCC3)c2O[C@@H]1CN(C)Cc1ccc(Cl)c(Cl)c1
    1, -2, -2, -10, 10, -10, -1
CC(=O)N1CCC(C(=O)N2CCN(S(=O)(=O)c3ccc(F)cc3)CC2)CC1
    0, 2, 3, 6, 1, 3, -5
CCS(=O)(=O)NC[C@H]1[C@@H](c2ccccc2)[C@@H](CO)N1CC1CCCC1
    6, -6, 0, -9, 3, ., .
O=c1[nH]c2ccc(NS(=O)(=O)c3ccc(Cl)cc3)cc2[nH]1
    2, 5, 1, -2, -2, 5, -13
Nc1ccc(Nc2ccncc2[N+](=O)[O-])cc1
    ., ., ., 11, ., 8, -4
CC(NC(=O)c1cccc(Cl)c1)C1CC2CCC1C2 (stereo not given)
    -22, 4, 0, -7, -1, 15, 0
CSc1nsc(SC)c1C(=O)O
    -3, -10, 2, 7, -5, ., .
O=C(Cc1ccccc1)Nc1ccc(NC(=O)c2ccc(Br)cc2)cc1
    -3, 3, 2, -1, 1, -3, -8
Cn1c2ccccc2c2cnn(CC(=O)Nc3ccc(F)cc3F)c(=O)c21
    4, -6, -2, 5, 4, ., .
Cc1ccc(-c2cc3ccccc3nc2N2CCOCC2)cc1
    -17, -8, 2, -4, -1, ., .
CC(=O)c1cccc(NC(=O)c2ccc3c(=O)n4c(nc3c2)CCCCC4)c1
    -3, -5, -3, 8, ., ., .
CCOCCn1ccc2c(OCC(=O)Nc3ccc(OC)cc3OC)cccc2c1=O
    -6, 8, -1, 12, -1, 20, 1
O=C1Nc2cc(Cl)c(Cl)cc2N(O)N1c1ccc(Cl)c(Cl)c1
    -2, 1, 1, ., -8, 1, 6
COc1cccc(-c2ccc([C@H]3[C@H](CO)N4CCCCN(S(=O)(=O)c5cn(C)cn5)C[C@@H]34)cc2)c1
    ., 11, ., ., ., 34, 7
CCOc1ccc(OCCC(=O)NNC(=O)c2ccncc2)cc1
    -3, 14, 25, -3, -2, -6, -4
C/C=N\NC(=O)COc1cc(C)ccc1C
    2, -36, -2, 3, -1, ., .
CCCCC1CCCC12NC(=O)NC2=O (stereo not given)
    -14, -3, -1, 6, -2, 4, 1
O=S(=O)(c1ccc2c(c1)OCCO2)C1CCC(S(=O)(=O)c2c(F)cccc2F)CC1 (stereo not given)
    -6, 14, -3, -3, ., -18, -16
NNC(=O)c1[nH]c2ccc(Br)cc2c1-c1ccccc1
    -15, 4, 1, 4, ., ., .
CC1CCCCC1NC(=O)CN(C)S(=O)(=O)c1ccc2c(c1)c(=O)n(C)c(=O)n2C (stereo not given)
    37, 0, 5, -4, 0, 5, -4
O=C(c1ccc2c3n(nc2c1)-c1ccc(Cl)cc1CO3)N1CCOCC1
    -3, -48, 5, -4, 0, -29, 73*
Cc1ccccc1-c1ccc2c(c1)O[C@@H](CN(C)Cc1ccncc1)[C@H](C)CN([C@@H](C)CO)S2(=O)=O
    -1, -13, -1, ., 0, -75, 0
Cc1cc(=O)[nH]c(N2CCc3ccccc3C2)n1
    ., ., ., -4, ., -1, 0
C[C@H](CO)N1C[C@H](C)[C@@H](CN(C)Cc2ccc(C(F)(F)F)cc2)Oc2ccc(NC(=O)Nc3ccccc3)cc2C1=O
    10, -4, 0, ., 1, -58, -2
Oc1ccccc1N1CCN(c2ncccn2)CC1
    -2, 8, -1, -7, ., 21, 8
CO[C@H]1CN(C)C(=O)c2ccc(NS(=O)(=O)c3ccc(-c4ccccc4)cc3)cc2OC[C@H](C)NC[C@H]1C
    8, -3, 0, -5, ., -8, -1
O=C(c1cnn2c(C(F)F)cc(-c3ccccc3)nc12)N1CCCCC1c1cccnc1 (stereo not given)
    -5, 8, 3, 7, -1, ., .

(next part)
Every second line gives: S100A4 MyoIIA, LGR2 antag, Casp6 inh, FN deposition inh, SIRT5 block, C2C12 statin, esBAF inh
COc1ccc(NC(=O)N(C)C[C@H]2Oc3ccc(NC(=O)NC4CCCCC4)cc3CC(=O)N([C@@H](C)CO)C[C@H]2C)cc1
    ., -11, ., 3, ., -2, 8
COc1cc(OC)cc(Oc2ccc(S(=O)(=O)N3CCCCC3)cc2[N+](=O)[O-])c1
    -1, -9, 0, 1, 1, -1, -8
CN(C)CC#Cc1ccc([C@@H]2[C@@H](CO)N3CCCCN(C(=O)NC4CCCC4)C[C@H]23)cc1
    8, -19, -3, ., 0, ., .
CC1CCN(C(=O)c2cc(-c3ccccc3O)on2)CC1
    -5, ., -1, 0, -5, 1, 35
O=C(N[C@H]1C=C[C@@H](CC(=O)N2CCc3ccccc3C2)O[C@@H]1CO)C1CCC1
    5, 11, -5, 0, 1, -2, -3
CN(C)S(=O)(=O)Oc1ccsc1C(=O)Nc1ccc(Cl)c(Cl)c1
    ., ., ., 20, ., -27, 7
C[C@H](CO)N1C[C@H](C)[C@H](CN(C)C(=O)Cc2ccccc2)Oc2cc(-c3cncnc3)ccc2S1(=O)=O
    -23, 4, -2, ., -3, -8, -2
O=C1Nc2cnc(Cl)nc2Nc2ccccc21
    1, 29, -2, 11, -3, ., .
O=C(NCCN1C(=O)S/C(=C\c2ccc(Cl)c(Cl)c2)C1=O)C1COc2ccccc2O1 (stereo not given)
    -1, 6, 0, -9, -4, 8, -1
NC(N)=NC(N)=Nc1ccc2ccccc2c1
    -9, -26, 0, 8, 2, -2, 11
C[C@H]1CN([C@@H](C)CO)C(=O)c2cccc(NS(=O)(=O)c3ccc(F)cc3)c2O[C@H]1CN(C)Cc1ccc2c(c1)OCO2
    -3, 19, -1, ., -2, -3, -3
O=[N+]([O-])c1cccc(NC(=S)N2CCCC2)c1
    2, -8, -2, 5, -3, -1, 0
CC1=NN(C(=O)c2c(Br)c(C)nn2C)C(O)(C(F)(F)F)C1 (stereo not given)
    0, ., 0, 3, -8, ., .
COc1ccc(C2c3c(-c4ccccc4O)n[nH]c3C(=O)N2Cc2ccco2)cc1OC (stereo not given)
    -15, 17, 6, -1, -2, ., .
C=CCn1c(C)nnc1SCC(=O)NC1CCCCC1
    0, 10, -1, 3, -2, ., .
O=[N+]([O-])c1ccc2[nH]ccc2c1
    -2, -13, 1, -5, ., ., .
Cn1c(SCC(=O)c2ccc(F)cc2)nnc1-c1ccccn1
    2, ., 4, -6, 0, 13, 39
CN1CCCCC1(C)C(=O)NCc1cc(Cl)ccc1F (stereo not given)
    -2, 20, -3, ., ., -4, -2
C[C@@H]1CN([C@H](C)CO)C(=O)c2c(c3ccccc3n2C)-c2ccccc2CO[C@H]1CN(C)C(=O)Cc1ccccc1
    0&-14, -13, 5&4, -13&0, 1&10, 11, 5
CC(C)CN(C(=O)CCC(=O)OC(C)C(=O)Nc1cccc(C#N)c1)c1c(N)n(CC(C)C)c(=O)[nH]c1=O (stereo not given)
    -10, 6, 2, 1, -2, 15, -8
Nc1ccc(Sc2nnnn2-c2ccccc2)c(Cl)c1
    ., ., ., -1, ., 4, 10
CCS(=O)c1ccccc1C(=O)O (stereo not given)
    ., ., ., 7, ., 4, 11
Cc1cc(OC(C)C(=O)NCc2ccncc2)c2c(C)c(C)c(=O)oc2c1 (stereo not given)
    -2, 2, 2, 0, -5, 3, -5
COc1ccc(NC(=O)N(C)C[C@@H]2Oc3c(NS(=O)(=O)c4cccs4)cccc3C(=O)N([C@@H](C)CO)C[C@H]2C)cc1
    -1, 10, -3, ., -5, -23, 2
CCCCNC(=O)N(O)C1N(/N=C/c2ccco2)C(=S)SC1(C)C (stereo not given)
    -5, 2, -2, 0, 0, 6, -1
CCCNC(=O)N1CC2(CCN(C(=O)CC3CC3)CC2)c2c(n(C)c3cc(OC)ccc23)[C@@H]1CO
    17, -2, -1, ., -3, ., .
O=C(c1cc(COc2c(F)cccc2F)on1)N1CCc2ccccc2C1
    4, -7, 1, 1, -4, 4, -4
COc1ccc(NC(=O)Nc2ccccc2C(N)=O)cc1
    -1, -3, 2, 1, 3, ., .
C=C[C@@H]1c2cc(C)ccc2N(S(=O)(=O)c2ccc(C)cc2)[C@H](c2ccccc2)C1(C#N)C#N
    3, 1, 0, 4, -4, -20, -20
CCc1nc2ccccc2c(C(=O)OCC(=O)C(C)(C)C)c1C
    0, -17, 1, 4, -4, -9, -4

Reformatted in markdown: three of the compounds above
| SMILES | S100A4 MyoIIA | LGR2 antag | Casp6 inh | FN deposition inh | SIRT5 block | C2C12 statin | esBAF inh |
| --- | --- | --- | --- | --- | --- | --- | --- |
| O=C(N[C@H]1C=C[C@@H](CC(=O)N2CCc3ccccc3C2)O[C@@H]1CO)C1CCC1 | 5 | 11 | -5 | 0 | 1 | -2 | -3 |
| CN(C)S(=O)(=O)Oc1ccsc1C(=O)Nc1ccc(Cl)c(Cl)c1 | . | . | . | 20 | . | -27 | 7 |
| C[C@H](CO)N1C[C@H](C)[C@H](CN(C)C(=O)Cc2ccccc2)Oc2cc(-c3cncnc3)ccc2S1(=O)=O | -23 | 4 | -2 | . | -3 | -8 | -2 |

Next part:
Every second line gives: S100A4 MyoIIA, LGR2 antag, Casp6 inh, FN deposition inh, SIRT5 block, C2C12 statin, esBAF inh
C[C@@H]1CCCCO[C@@H](CN(C)C(=O)Cc2ccccc2)[C@@H](C)CN([C@@H](C)CO)C(=O)c2cc(NC(=O)Nc3ccccc3)ccc2O1
    9, 3, -1, 2, 0, ., 2
CN(C(=O)CC1C(=O)NCCN1CC(c1ccccc1)c1ccccc1)C(C1CC1)C1CC1 (stereo not given)
    1, -8, 3, 6, ., 2, -1
CCc1cc(=O)n2c([nH]c3ccccc32)c1C#N
    ., -31, ., ., ., -26, 17
O=C(NC(=S)NCCN1CCOCC1)c1ccc(F)cc1
    -5, 5, -2, 0, -1, ., .
Cc1noc(C)c1NC(=O)Nc1cccc2c1O[C@H](CN(C)C(=O)Nc1cccc3ccccc13)[C@@H](C)CN([C@@H](C)CO)C2=O
    -2, -6, -1, ., 0, 15, 3
Cc1ccc(S(=O)(=O)N[C@@H]2CC[C@H](CCNC(=O)c3ccccc3F)O[C@H]2CO)cc1
    -20, -15, 1, ., 0, 13, -2
CCOC(=O)c1ccc(NC(=O)CC2OCCN(CC)C2=O)cc1 (stereo not given)
    ., ., ., -20, ., 4, -7
CC(=O)NS(=O)(=O)c1ccc(NC(=O)c2cc(-c3ccc(C)cc3)nc3ccccc23)cc1
    1, -2, 1, -9, 1, ., .
COc1ccccc1N1CCN(C2CCCN(Cc3cc(F)cc(F)c3)C2)CC1 (stereo not given)
    -3, 5, -1, -5, -2, 6, -7
CCCN1CCC(NC(=O)Nc2cccc3ccccc23)CC1
    -1, 0, -2, 4, -4, -3, -3
O=C1N=c2ccccc2=C1c1sc(Nc2cccc(O)c2)nc1O
    -34, -24, 1, 11, -1, 9, 51*
COc1ccc2c3c(n(C)c2c1)[C@@H](CO)N(C(=O)c1cnccn1)CC31CCN(C(=O)c2cnccn2)CC1
    -5, 7, ., ., -2, ., .
CCOC(=O)C1(CC2CC2)CCN(Cc2cn[nH]c2-c2ccccc2)CC1
    4, -3, 3, -1, -5, ., .
CCOc1ccc(NS(=O)(=O)c2ccc(C(=O)NCC(c3ccco3)N(C)C)cc2)cc1 (stereo not given)
    0, -18, -5, 0, 0, -5, -3
CC1=CC2=NC(=O)CC(C)(C(=O)N(CC(=O)NC3CCCC3)c3ccccc3F)N2C=C1 (stereo not given)
    10, -8, 3, -13, -14, 12, -2

Not all compounds are listed; count on the stated rates, not on these rows.
